CIT2-GFP yeast: alters CIT2-GFP fluorescence in TOR pathway yeast screen | S. cerevisiae CIT2-GFP strain, flow cytometry, 3 h; 100 means same as DMSO wells | GFP response vs DMSO, % at 10 µM | 0.065% of 320,000 active;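 active = GFP response relative to DMSO above a set limit, near the screen mean plus 3 SD, cut at about 150% in these data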;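 note: ratio of well median GFP fluorescence to mean of DMSO wells on the plate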
AGP1 TOR yeast: yeast TOR pathway AGP1-GFP modulation; S. cerevisiae AGP1-GFP multiplex flow cytometry, 3 h; GFP as percent of DMSO wells; GFP response vs DMSO, % at 10 µM; 0.02% of 320,000 active;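 active = GFP response relative to DMSO above a set limit, near screen average plus 3 SD, cut at about 150% in these data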;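 note: median GFP channel fluorescence of the gated AGP1 strain per well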
MEX-5 binding: C. elegans MEX-5 TCR-2 RNA binding activity; Q9XUB2; MEX-5/FITC-TCR2 RNA binding, fluorescence polarization; stronger effect = lower value; activity score (negative = inhibition of binding), % at 10 µM; 0.38% of 300,000 active;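 active = inhibition past about -25% in most replicates, and total fluorescence under double the plate's negative control median, limit read from the data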;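 note: 0% = DMSO and -100% = 5 µM competing unlabeled TCR2 RNA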
Bcl-xL primary: blocks human Bcl-xL binding to Bim BH3 peptide. GST-Bcl-xL / FITC-Bim BH3 peptide fluorescence polarization. inhibition, % at 10.9 µM. 0.7% of 320,000 active. AID 2129;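 active = inhibition above the mean of all tested compounds plus 3 SD, cutoff set per campaign, cut at about 30% in these data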;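 note: 0% = DMSO wells and 100% = unlabeled Bim-BH3 peptide competitor; inhibitors lower millipolarization by displacing the labeled peptide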
Target sequence (Q07817 whole entry, looked up): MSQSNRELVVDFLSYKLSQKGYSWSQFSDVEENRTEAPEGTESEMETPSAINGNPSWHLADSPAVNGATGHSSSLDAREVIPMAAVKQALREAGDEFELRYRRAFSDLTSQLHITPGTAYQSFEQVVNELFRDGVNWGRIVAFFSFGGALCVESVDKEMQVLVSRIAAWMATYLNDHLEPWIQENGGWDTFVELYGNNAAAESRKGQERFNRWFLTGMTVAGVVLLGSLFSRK
GRK2 aptamer HTS: inhibitors of human GRK2 displacing RNA aptamer; bead flow cytometry, FAM-aptamer displacement from GRK2; inhibition of aptamer binding, % at 10 µM; AID 488847; P25098; 0.59% of 330,000 active;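 active = inhibition of aptamer binding above 40%, roughly 3 SD of noise, on plates passing a quality check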;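 note: median bead fluorescence of bound FAM aptamer so fluorescent compounds give negative values; no value below 0 was filed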
Target sequence (P25098 whole entry, looked up): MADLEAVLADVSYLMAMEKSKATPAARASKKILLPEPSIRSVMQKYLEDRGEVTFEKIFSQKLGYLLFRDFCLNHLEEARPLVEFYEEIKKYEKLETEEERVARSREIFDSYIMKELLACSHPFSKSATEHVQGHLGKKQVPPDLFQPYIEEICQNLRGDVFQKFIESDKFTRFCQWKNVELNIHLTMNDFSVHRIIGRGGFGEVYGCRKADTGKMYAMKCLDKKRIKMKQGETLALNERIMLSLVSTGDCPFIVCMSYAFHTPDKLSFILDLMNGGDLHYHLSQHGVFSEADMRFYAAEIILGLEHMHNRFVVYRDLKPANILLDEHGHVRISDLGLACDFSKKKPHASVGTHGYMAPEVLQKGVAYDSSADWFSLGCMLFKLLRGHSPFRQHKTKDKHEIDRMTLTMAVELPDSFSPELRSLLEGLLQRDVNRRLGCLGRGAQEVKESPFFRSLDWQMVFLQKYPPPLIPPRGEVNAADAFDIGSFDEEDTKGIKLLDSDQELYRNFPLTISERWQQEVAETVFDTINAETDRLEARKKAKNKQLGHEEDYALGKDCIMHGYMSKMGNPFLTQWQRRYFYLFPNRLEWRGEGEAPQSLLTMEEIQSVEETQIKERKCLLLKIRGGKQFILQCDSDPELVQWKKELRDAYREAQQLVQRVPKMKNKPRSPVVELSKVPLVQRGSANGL
Fam108B inh: counter-screen for RBBP9 inhibitors: inhibitors of mouse Fam108B. recombinant Fam108B, FP-Rh probe fluorescence polarization. inhibition, % at 9.51 µM. 0.33% of 300,000 active;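 active = inhibition above the screen mean inhibition plus 3 SD, computed separately per campaign, cut at about 18% in these data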;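 note: inhibitors lower polarization as less probe binds the enzyme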
VLA-4 inh: inhibition in a human VLA-4 binding assay; 0.2% of 330,000 active; inhibition, % (about 7 µM as worked out from the volumes in the protocol); AID 2557; P13612; VLA-4 expressing cells, ligand binding flow cytometry; in the data active = inhibition above about 50%
GLD-1 RNA inh: GLD-1-TGE RNA interaction inhibition (C. elegans); Q17339; purified GLD-1 + fluorescein TGE RNA, fluorescence polarization; inhibition, % at 5.96 µM; 0.44% of 320,000 active;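 active = percent inhibition above a per-plate cutoff, the plate mean of test compounds plus 3 SD, cut at about 30% in these data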;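 note: 0% = DMSO wells with GLD-1 and probe and 100% = wells lacking GLD-1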
MCL1-BIM inh: inhibitors of human MCL1 binding to BIM-BH3 peptide. GST-MCL1 / FITC-Bim-BH3 fluorescence polarization. 0.68% of 320,000 active. inhibition, % at 10.9 µM;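 active = inhibition above the mean inhibition of all tested compounds plus 3 SD, set per campaign, cut at about 40% in these data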;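 note: 0% = DMSO wells and 100% = unlabeled Bim-BH3 peptide control; higher means more loss of mP so more displacement of Bim peptide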
An asterisk follows results filed as active; x = no result given.

SMILES	CIT2-GFP yeast	AGP1 TOR yeast	MEX-5 binding	Bcl-xL primary	GRK2 aptamer HTS	Fam108B inh	VLA-4 inh	GLD-1 RNA inh	MCL1-BIM inh
O=C(C1CCN(C2CC(=O)N(c3cccc(Cl)c3)C2=O)CC1)N1CCCC1 (stereo unspecified)	89	90	-0.2	3	0	-7	10	1	5
CCCn1nc(NS(=O)(=O)c2cccc3nonc23)c2cc3cccc(C)c3nc21	100	101	-5.2	10	0	2	7	-1	6
Cc1cc(F)c(F)c(C(=O)N2CCOCC2)c1Cl	92	98	-0.3	2	0	1	4	-4	4
CCc1nc(Nc2cccc(O)c2)c2oc3ccccc3c2n1	98	95	-3.6	x	0	x	14	x	x
COc1ccc(CCNC(=O)CC(NC(=O)c2ccccc2Cl)c2ccccc2)cc1 (stereo unspecified)	99	95	1.3	2	0	-4	7	7	1
CCCCOc1ccc(C(=O)Oc2cccnc2)cc1	92	99	1.8	7	5	2	1	10	8
CCc1ccccc1NNC(=O)CCc1ccccc1	87	99	-0.7	5	0	-2	5	4	-5
O=S(=O)(c1ccc(NC(=S)N2CCN(c3ccccc3F)CC2)cc1)N1CCOCC1	99	96	-0.6	1	0	1	4	0	5
CCOC(=O)COc1nc(-c2ccccc2)cc(-c2ccco2)c1C#N	88	101	1.7	4	0	-10	-5	0	4
Cc1csc2nc(O)c(C(=O)NCCN3CCOCC3)c(=O)n12	101	113	-2.7	3	0	1	1	9	-2
O=C(O)c1cc(-c2cc(C(=O)O)c3ccccc3n2)nc2ccccc12	89	92	-3.6	4	2	6	6	-4	8
Cc1ccc(Sc2c(C)nn(C(=O)c3cccc(S(=O)(=O)N4CCOCC4)c3)c2C)cc1	98	96	1.3	3	2	3	-5	6	5

Not a retest: 2 of the compounds above.
SMILES	CIT2-GFP yeast	AGP1 TOR yeast	MEX-5 binding	Bcl-xL primary	GRK2 aptamer HTS	Fam108B inh	VLA-4 inh	GLD-1 RNA inh	MCL1-BIM inh
O=C(O)c1cc(-c2cc(C(=O)O)c3ccccc3n2)nc2ccccc12	89	92	-3.6	4	2	6	6	-4	8
Cc1ccc(Sc2c(C)nn(C(=O)c3cccc(S(=O)(=O)N4CCOCC4)c3)c2C)cc1	98	96	1.3	3	2	3	-5	6	5

The list goes on.
SMILES	CIT2-GFP yeast	AGP1 TOR yeast	MEX-5 binding	Bcl-xL primary	GRK2 aptamer HTS	Fam108B inh	VLA-4 inh	GLD-1 RNA inh	MCL1-BIM inh
CCC(=O)NCCc1nc2ccccc2n1Cc1ccc(C)cc1	104	99	0.4	0	4	1	-5	4	-1
COc1ccccc1N(CC(=O)NCCSCc1cccc(C)c1)S(=O)(=O)c1ccccc1	106	106	1.4	4	0	1	9	11	10
O=C(C1CC1)N1CCc2cc(Br)cc(S(=O)(=O)NCCCN3CCCCC3)c21	106	108	-0.1	5	0	-1	4	-1	1
Cc1nnc(SCC(=O)NC2CCCCCC2)n1N	90	98	x	-5	0	x	1	3	-8
CNC(=S)NNc1nc(C)cc(C)n1	94	101	-3.6	-31	0	1	-7	5	-16
c1ccc2occc2c1	104	107	x	x	1	x	-1	-4	x
Cc1ccccc1C(=O)NC1CCN(C(=O)Nc2ccc(F)cc2)CC1	100	97	-0.9	2	2	-1	-8	-2	1
Cc1cccc(NC(=O)COc2ccc(Br)cc2C)n1	97	95	-1.8	5	0	-3	-3	5	5
O=C(NC12CC3CC(CC(C3)C1)C2)c1ccc(=O)oc1	101	99	1.5	-1	0	-6	5	7	-3
CN(C)S(=O)(=O)c1cccc(NC(=O)COC(=O)/C=C/c2ccc(Br)o2)c1	105	100	1.3	4	0	1	22	8	4
O=C(NC1CC2CCCC(C1)N2Cc1ccccc1)c1ccc([N+](=O)[O-])cc1 (stereo unspecified)	110	102	0.3	x	0	x	2	x	x
Nc1nccc(-c2cccs2)n1	96	97	-0.4	0	1	-2	6	7	5
O=C(CC1C(=O)NCCN1Cc1c(F)cccc1Cl)NCCCOc1cccnc1 (stereo unspecified)	96	103	-2.3	7	0	2	13	-2	8
O=C(CCl)N1CCN(S(=O)(=O)c2ccc3ccccc3c2)CC1	95	96	-0.3	-2	0	-1	41	2	3
COc1cc(/C=C2\C(=O)ON=C2c2ccccc2)cc(OC)c1OC	76	75	1.8	2	2	0	1	-4	8
CC(=O)c1ccc(OCCCC(=O)NCCc2ccc(C(F)(F)F)cc2)cc1	103	97	-0.6	3	0	-1	4	11	-5
O=C(COc1ccccc1)Nc1ccncc1Cl	97	84	-1.2	5	0	4	2	10	4
Cc1cccn2c(=O)c3cc(C(=O)N(C)C)n(C)c3nc12	x	94	-17	32*	0	2	4	10	30
COc1cccc(OCC(=O)Nc2ccccc2NC(C)=O)c1	99	103	x	2	0	7	4	2	-2
O=C(Nc1cccc(-c2cn3ccccc3n2)c1)c1cc2ccccc2oc1=O	87	92	3.3	-47	22	-11	26	4	-19
C/C(=N\NC(=O)CN(c1ccccc1)S(=O)(=O)c1ccccc1[N+](=O)[O-])C(C)(C)C	106	108	-0.8	-2	5	1	18	3	6
COc1ccc(CNCc2ccncc2)c(OC)c1	103	95	-1.5	1	x	-6	2	-6	1
O=C(CN1C(=O)S/C(=C\c2cccs2)C1=O)Nc1ccc(O)c(C(=O)O)c1	98	92	0.4	4	0	0	22	8	3
CCOC(=O)N1CCN(S(=O)(=O)c2ccc(F)cc2)CC1	100	98	1.3	3	1	2	9	28	0
CCCCN(C)C(=O)C1CCC(=O)N(c2cc(OC)c(OC)c(OC)c2)C1c1ccc(OC)cc1 (stereo unspecified)	101	99	-0.3	24	0	3	22	-4	19
Cc1cccc(OCC(=O)N/N=C\c2cn(C)c3ccccc23)c1	99	98	-2.2	7	0	2	0	-10	6
COc1ccc(S(=O)(=O)NN(C)C(=O)c2nn(-c3ccccc3)ccc2=O)cc1	99	111	-3.1	5	0	-3	9	-1	3
CC(=O)Nc1ccc(NC(=O)C(C)OC(=O)c2ccc(S(=O)(=O)N3CCCCCC3)cc2)cc1 (stereo unspecified)	111	103	x	x	0	x	12	4	x
COC(=O)c1ccc(N=NNc2cccc(Br)c2)cc1	89	87	x	5	2	2	-129	1	4
CC1C(=O)N2CCCc3cc(NC(=O)C(=O)NCCCc4ccccc4)cc1c32 (stereo unspecified)	105	103	1.4	5	4	8	-15	7	5
CCOC(=O)Cc1csc(NC(=O)Nc2cccc(Cl)c2)n1	90	99	-0.5	10	2	-1	1	2	2
CC1CCN(S(=O)(=O)Cc2ccccc2Cl)CC1	90	100	-4.1	4	0	-4	-16	7	2
COc1ccc(S(=O)(=O)Oc2ccccc2C(=S)N2CCOCC2)cc1	99	96	0.5	8	7	5	3	-1	2
CC(=O)c1sc(NC(=O)C2CCN(c3ncnc4sc(C)c(C)c34)CC2)nc1-c1ccccc1	95	107	0.2	3	1	-8	-1	1	-7
Cc1nn(C)c(C)c1Nc1ccc(N2C(=O)C3C4C=CC(C4)C3C2=O)cc1[N+](=O)[O-] (stereo unspecified)	103	106	-3.3	3	2	-1	-1	0	0
Clc1ccc(CSc2ncn[nH]2)cc1	104	100	4.1	2	1	2	5	10	6

An excerpt from above in order of the GLD-1 RNA inh value, lowest first.
compound	CIT2-GFP yeast	AGP1 TOR yeast	MEX-5 binding	Bcl-xL primary	GRK2 aptamer HTS	VLA-4 inh	GLD-1 RNA inh	MCL1-BIM inh
COc1ccc(S(=O)(=O)NN(C)C(=O)c2nn(-c3ccccc3)ccc2=O)cc1	99	111	-3.1	5	0	9	-1	3
CC(=O)c1sc(NC(=O)C2CCN(c3ncnc4sc(C)c(C)c34)CC2)nc1-c1ccccc1	95	107	0.2	3	1	-1	1	-7
CC1C(=O)N2CCCc3cc(NC(=O)C(=O)NCCCc4ccccc4)cc1c32 (stereo unspecified)	105	103	1.4	5	4	-15	7	5

Continuation.
SMILES	CIT2-GFP yeast	AGP1 TOR yeast	MEX-5 binding	Bcl-xL primary	GRK2 aptamer HTS	Fam108B inh	VLA-4 inh	GLD-1 RNA inh	MCL1-BIM inh
COC(=O)CNC(=O)c1ccc(NS(=O)(=O)c2cc([N+](=O)[O-])ccc2Cl)cc1	99	89	-3.5	9	9	2	7	6	13
Cc1ccc(-n2nc3c(c2NC(=O)c2ccco2)CS(=O)(=O)C3)c(C)c1	93	95	-1.0	-2	1	-2	2	-5	-2
O=C(CN1C(=O)NC2(CCCC2)C1=O)N1CCN(Cc2ccccc2)CC1	93	100	-2.8	5	3	0	42	-3	2
Cc1cccc(Nc2nc(N)nc(CSC(=S)N3CCOCC3)n2)c1	108	106	-3.0	3	1	4	29	2	7
COc1ccc2c(c1)c(C(=O)O)c(C)n2-c1ccccc1	96	92	-2.0	-1	1	2	-4	6	5
Cc1cc(-c2nnc(SCC(=O)Nc3ccc(S(N)(=O)=O)cc3)n2N)n[nH]1	96	93	0.8	-8	0	-4	-1	1	-8
CCN(CC)C(=O)CC(c1ccc(F)cc1)c1ccc(OC)cc1 (stereo unspecified)	98	101	-2.0	3	0	-2	21	-5	-9
CC(=O)Nc1nnc(-c2ccco2)o1	99	102	0.4	2	2	2	0	-4	-5
CC(C)C(NS(=O)(=O)c1cccs1)C(=O)Nc1nc(C(C)(C)C)cs1 (stereo unspecified)	105	112	-0.8	1	0	-4	4	5	4
COc1ccc(S(=O)(=O)N(C)C[C@H]2Oc3c(NS(=O)(=O)c4ccc(F)cc4)cccc3C(=O)N([C@H](C)CO)C[C@@H]2C)cc1	95	95	x	x	0	x	-10	3	x
NC(=O)c1ccc[n+](CC(=O)Nc2ccccc2C(=O)O)c1	101	101	1.2	1	0	0	-3	4	2
O=c1[nH]c2ccccc2c(O)c1O	96	101	-8.9	8	1	0	-18	-5	1
CN1CCN(c2ccc(C(CC(N)=O)NC(=O)c3ccccc3)cc2[N+](=O)[O-])CC1 (stereo unspecified)	75	89	2.3	-1	0	1	12	2	1
CC(=O)NCCNC(=O)c1ccc(Cn2c(=O)[nH]c3ccsc3c2=O)cc1	98	95	-3.5	x	0	x	23	x	x
CCOc1ccc(NC(=O)Cn2nnc3c(cnn3-c3ccc(F)cc3)c2=O)cc1	89	97	2.2	7	1	0	-8	-4	2
COc1ccccc1C(=O)Nc1sc2c(c1C(N)=O)CCCC2	101	105	2.5	7	0	4	9	-1	1
COc1ccccc1CNC(=O)CCNC(=O)Cn1ccc2ccccc2c1=O	107	106	-0.1	3	0	-5	-1	-3	7
CC(C)C(=O)N1N=C(c2ccc(NS(C)(=O)=O)cc2)CC1c1cccs1 (stereo unspecified)	104	104	2.8	3	1	-3	9	4	1
NCc1cccc(-n2cccn2)c1	105	98	2.8	8	0	1	-3	-3	10
Cc1sc2ncnc(SCC(=O)NC(C)C(C)C)c2c1C (stereo unspecified)	92	98	-0.4	-4	0	3	4	0	2
c1cc(-c2cccs2)nc(-c2cccs2)c1	103	101	-1.3	2	2	-1	4	8	18
Cc1c(OCC(=O)NCC(O)c2ccccc2)ccc2c3c(c(=O)oc12)CCCC3 (stereo unspecified)	95	90	-0.4	3	0	-2	-2	7	0
Cc1ccc(C)c(NC(=O)C2CC(O)CN2C(=O)Oc2ccccc2)c1 (stereo unspecified)	104	105	1.3	-4	2	0	-1	4	-19
Cc1cccc(CCNC(=O)C2CCN(S(=O)(=O)c3cccc4nsnc34)CC2)c1	113	112	-0.5	5	0	-7	-10	4	8
O=C(Nc1ccccc1C(=O)NC(Cc1ccccc1)C(=O)O)c1ccco1 (stereo unspecified)	102	105	1.0	1	2	-1	11	0	0
CCC(C)NCCOc1ccccc1C (stereo unspecified)	98	107	1.5	3	0	-5	-2	-4	8
Cc1c(C(=O)COC(C)(C)C)[nH]c2ccccc12	96	97	1.2	-3	0	2	16	-4	-2
Cc1nn(-c2ccccc2)c(N2CCCC2)c1/C=N/Nc1ccc(S(N)(=O)=O)cc1[N+](=O)[O-]	98	90	1.0	-2	0	11	-1	6	0

Assay outcomes (PubChem)
